NCOA3 inh: inhibitors of human steroid receptor coactivator 3 (SRC3). hit rate 0.17% among 360,000. inhibition, % at 3.6 µM. Q9Y6Q9. HEK293 GAL4-SRC3 luciferase reporter, luminescence;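 active = inhibition above a per-campaign cutoff, the mean of all compounds plus 3 SD, cut at about 60% in these data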;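 also: 0% = DMSO-treated cells and 100% = gossypol-treated cells at 36 µM; higher means less SRC3-driven luciferase light from the GAL4 reporter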
Target sequence (Q9Y6Q9 whole entry, looked up, the tested form may be a part): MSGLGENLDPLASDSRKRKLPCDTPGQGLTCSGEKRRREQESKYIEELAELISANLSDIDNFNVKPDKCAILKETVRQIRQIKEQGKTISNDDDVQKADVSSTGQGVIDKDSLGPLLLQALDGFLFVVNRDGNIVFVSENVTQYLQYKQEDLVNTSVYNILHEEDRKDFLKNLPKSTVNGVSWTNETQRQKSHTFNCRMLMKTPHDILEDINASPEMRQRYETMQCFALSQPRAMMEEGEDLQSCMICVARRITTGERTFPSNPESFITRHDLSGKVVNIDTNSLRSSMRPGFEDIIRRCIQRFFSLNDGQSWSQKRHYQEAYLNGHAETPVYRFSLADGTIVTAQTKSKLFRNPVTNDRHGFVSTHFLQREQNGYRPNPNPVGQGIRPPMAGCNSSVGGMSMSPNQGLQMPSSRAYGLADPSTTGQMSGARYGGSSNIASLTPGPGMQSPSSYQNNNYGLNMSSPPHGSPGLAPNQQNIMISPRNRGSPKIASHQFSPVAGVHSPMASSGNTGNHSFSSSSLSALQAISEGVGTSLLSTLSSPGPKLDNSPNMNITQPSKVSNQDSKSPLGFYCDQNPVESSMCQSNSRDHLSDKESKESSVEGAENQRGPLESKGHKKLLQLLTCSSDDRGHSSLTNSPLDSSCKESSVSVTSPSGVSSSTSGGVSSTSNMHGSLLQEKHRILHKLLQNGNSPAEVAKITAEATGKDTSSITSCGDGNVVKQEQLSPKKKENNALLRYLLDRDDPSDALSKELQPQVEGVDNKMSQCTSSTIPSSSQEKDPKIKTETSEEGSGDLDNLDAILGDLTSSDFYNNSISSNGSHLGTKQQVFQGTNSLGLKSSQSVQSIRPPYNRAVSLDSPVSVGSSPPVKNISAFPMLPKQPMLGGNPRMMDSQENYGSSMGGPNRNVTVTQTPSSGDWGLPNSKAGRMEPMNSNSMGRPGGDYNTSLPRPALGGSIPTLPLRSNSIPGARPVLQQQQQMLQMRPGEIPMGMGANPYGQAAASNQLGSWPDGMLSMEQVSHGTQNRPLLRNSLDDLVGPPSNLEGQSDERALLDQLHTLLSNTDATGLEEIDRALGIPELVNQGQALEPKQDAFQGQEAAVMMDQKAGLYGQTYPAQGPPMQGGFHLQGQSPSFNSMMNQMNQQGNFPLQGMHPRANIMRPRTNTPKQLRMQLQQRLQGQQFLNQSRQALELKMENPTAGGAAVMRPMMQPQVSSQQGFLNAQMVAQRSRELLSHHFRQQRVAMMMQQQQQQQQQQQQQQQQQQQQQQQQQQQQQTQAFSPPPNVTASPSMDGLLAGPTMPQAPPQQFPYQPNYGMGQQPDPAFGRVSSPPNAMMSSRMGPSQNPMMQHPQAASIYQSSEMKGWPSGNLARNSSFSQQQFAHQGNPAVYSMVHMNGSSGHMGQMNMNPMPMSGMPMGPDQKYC
KKLEB tox: reduces viability of KKLEB cystic fibrosis airway cells. activity change (cytotoxicity), % at 5 µM. KKLEB CF airway cells viability, ATPlite luminescence, overnight; hits give low values; cells stimulated with P. aeruginosa culture filtrate. AID 602141. hit rate 0.36% among 360,000;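 active = corrected activity change at or below -50% at 5 µM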
EBV LMP1 NFkB: reduces LMP1-driven NF-kappaB luciferase signal. LMP1-induced NF-kappaB luciferase reporter cells, luminescence. inhibition, % at 12.5 µM. hit rate 0.69% among 350,000. AID 504558; in the data active = inhibition above about 41%;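 also: 0% = neutral control wells and 100% = reference inhibitor control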
CF NFkB inh: blocks PAF-induced NF-kB reporter in cystic fibrosis cells; KKLEB NF-kB-GFP reporter, GFP fluorescence overnight; inhibition, % at 5 µM; hit rate 0.86% among 360,000; AID 588850;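 active = at least 50% inhibition at 5 µM, scaled per plate between neutral and stimulator controls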;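 also: PAF is a Pseudomonas aeruginosa culture filtrate used as stimulus; plate controls were PAF-stimulated DMSO wells for no effect and unstimulated DMSO wells for full effect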
TWEAK-Fn14 inh: blocks TWEAK-Fn14 interaction in a reporter cell assay; AID 1159606; TWEAK-stimulated Fn14 reporter cells, luciferase luminescence, 8 h; hit rate 2% among 360,000; inhibition, % at 10 µM; in the data active = inhibition above about 50%
SRC1 inh: inhibitors of human steroid receptor coactivator 1 (SRC1) | AID 588354 | hit rate 0.12% among 360,000 | Q15788 | inhibition, % at 3.6 µM | HEK293 GAL4-SRC1 luciferase reporter, luminescence;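 active = inhibition above the campaign mean plus 3 SD, with each screening campaign given its own cutoff, cut at about 60% in these data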;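 also: 0% = DMSO treated cells and 100% = gossypol at 36 µM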
NR2F2 inh: blocks human COUP-TFII nuclear receptor. P24468. HEK293T NGFI-A luciferase reporter, luminescence. inhibition, % at 8.6 µM. hit rate 0.7% among 370,000. AID 686940;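 active = inhibition above a per-plate cutoff, mean inhibition of test wells between control levels plus 3 SD, cut at about 38% in these data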;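 also: cells cotransfected with COUP-TFII expression vector driving the NGFI-A reporter; 0% = median of COUP-TF2 test wells and 100% = reporter-only cells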
LRH-1 inv ag: inverse agonists of human LRH-1 (NR5A2); HEK293T StAR-luciferase reporter, LRH-1 transfected, 24 h; inhibition, % at 3.6 µM; hit rate 0.13% among 360,000; O00482; AID 602396;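 active = inhibition above the mean inhibition of all tested compounds plus 3 SD, cut at about 73% in these data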;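 also: 0% = DMSO wells and 100% = reporter-only cells lacking LRH-1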
TROY signal inh: TROY signaling inhibition; Q293 LMP1-TROYcd NF-kB luciferase reporter, 4 h; inhibition, % at 10 µM; hit rate 0.98% among 360,000; AID 1347056;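 active = compounds whose plate-normalised and pattern-corrected inhibition of the luciferase reporter signal at the single screening dose is 50% or more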
NCOA2 inhibitor: inhibits human steroid receptor coactivator 2; AID 651957; Q15596; hit rate 0.17% among 370,000; inhibition, % at 9 µM; HEK293 GAL4-SRC2 luciferase reporter, luminescence;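 active = inhibition above the mean inhibition of all tested compounds plus 3 SD, set per campaign, cut at about 52% in these data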;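 also: 0% = DMSO treated cells and 100% = cells given Gossypol at 36 µM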
C8 TRAIL sens: sensitizes caspase-8 expressing cells to TRAIL; NB7+C8 cells + TRAIL, ATPlite viability luminescence; inhibition (viability loss, TRAIL sensitization), % at 10 µM; hit rate 1% among 360,000; AID 624354;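 active = compounds causing at least 50% loss of cell viability in the single-dose screen, relative to plate controls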
Active calls of the source: *; x = not tested or not shown.

SMILES	NCOA3 inh	KKLEB tox	EBV LMP1 NFkB	CF NFkB inh	TWEAK-Fn14 inh	SRC1 inh	NR2F2 inh	LRH-1 inv ag	TROY signal inh	NCOA2 inhibitor	C8 TRAIL sens
CN1CCCCC1CCN1c2ccccc2Sc2ccc(S(C)=O)cc21 (configuration not stated)	10	-18	-3	26	-2	-9	8	6	2	-3	-6
O=C(Nc1cccc(-n2cnnn2)c1)c1ccc(C(F)(F)F)cc1	3	13	2	-54	-7	3	-23	-22	0	-3	49*
COc1ccc(Br)cc1/C=N/NC(=O)c1ccc(OC)c(OC)c1	10	-1	-6	3	-4	1	-15	-9	11	2	-14
CCN(CC(=O)Nc1ccccc1OC)C(=O)CC1CC2CCC1C2 (configuration not stated)	-7	0	-5	-44	7	-16	13	-9	5	-8	1
Nc1nc(C23CC4CC(CC(C4)C2)C3)cs1	15	-2	-10	0	-17	-21	4	8	-1	1	13
CC(C)CCNc1nc(N)c([N+](=O)[O-])c(N2CCCCCC2)n1	29	-10	6	32	49	13	41*	-6	28	19	4
Nc1nc(CN2CCN(c3ccccc3)CC2)nc(Nc2ccc(Cl)cc2)n1	12	3	-6	-6	29	-7	3	-31	19	9	11
O=C(c1ccco1)N1CCCC(c2nc3c(nnn3Cc3c(Cl)cccc3Cl)c(=O)[nH]2)C1 (configuration not stated)	1	5	-14	-34	13	8	-2	2	6	-2	5
COc1ccc(-c2c(NC(=O)c3ccco3)n(-c3ccc(C)cc3)nc(C)c2=O)cc1	14	16	x	-18	10	-14	6	15	-28	-30	-18
Cn1ncc(C#N)c1/N=C/N1CCCC1	-4	-8	3	16	11	2	18	-7	1	-11	-2
COc1ccc(F)cc1S(=O)(=O)N1CCC2(CC1)OCCN2S(=O)(=O)c1ccccc1	-14	19	-5	-15	-15	13	-5	-13	7	-4	-26
CCN(CC)C(=O)CSc1nc2ccccc2c(=O)n1OC	11	0	2	3	4	5	7	13	16	17	25
CC1(C)CC(=O)N(c2cc(Cl)ccc2Cl)C(=O)C1	-6	-2	1	-20	12	5	-5	-6	17	-4	6
O=C(CSc1nnc(Nc2ccccc2)s1)NN1C(=O)NC2(CCCCC2)C1=O	21	-3	-1	-1	-11	-6	8	4	9	0	-8
COc1cccc(OC)c1C(=O)NC(=S)Nc1ccc2c(c1)Cc1ccccc1-2	2	13	-7	-1	3	-16	-5	6	-26	-16	-14
CSc1ccccc1NC(=O)CSCc1nc2sc(C)c(C)c2c(=O)[nH]1	0	11	4	-18	-3	-20	6	-12	-7	-10	7
CCc1c(O)nc(SCC(=O)Nc2nc3ccccc3s2)n(-c2ccc(C)cc2)c1=O	19	3	3	-4	-3	-10	-4	10	-4	10	1
COc1ccc(NC(=O)CSc2ccc(-c3cccs3)nn2)c(OC)c1	8	-2	6	20	-12	-3	-4	-14	3	-4	-18
Cc1[nH][nH]c(=O)c1C(c1ccc2c(c1)OCO2)c1c(C)[nH][nH]c1=O	13	13	2	8	19	0	21	16	27	1	2
COc1cc2c(cc1OC)CN(C(=O)c1ccc(-c3ccccc3)cc1)CC2	16	1	-1	13	-30	-1	9	5	31	3	2
CCOC(=O)c1c(NC(=O)C2CCCCC2)sc2c1CCN(C(C)C)C2	6	15	7	-6	1	-4	-9	-7	4	11	-7
CCCCn1c(N)c(N(Cc2ccccc2OC)C(=O)CCC(C)C)c(=O)[nH]c1=O	-12	4	-4	11	-8	9	23	8	10	-33	15
CCOC(=O)COc1ccc(Br)cc1/C=C1\SC(N)=NC1=O	5	5	10	4	16	0	13	8	10	-8	-1
CSc1nnc(C)c(/C=C/NOCc2ccc(Cl)cc2)n1	-7	5	-11	-1	12	1	4	-22	10	-3	-7
Cc1ccc2nc(N3C(=O)C(O)=C(C(=O)c4ccc(C)o4)C3c3cccc(O)c3)sc2c1 (configuration not stated)	-7	14	-2	-4	-17	-54	-18	-16	-8	-29	-15

Whole records, quoted from the list. Screens in order: NCOA3 inh | KKLEB tox | EBV LMP1 NFkB | CF NFkB inh | TWEAK-Fn14 inh | SRC1 inh | NR2F2 inh | LRH-1 inv ag | TROY signal inh | NCOA2 inhibitor | C8 TRAIL sens
Nc1nc(CN2CCN(c3ccccc3)CC2)nc(Nc2ccc(Cl)cc2)n1 is entered as 12 | 3 | -6 | -6 | 29 | -7 | 3 | -31 | 19 | 9 | 11
COc1ccc(Br)cc1/C=N/NC(=O)c1ccc(OC)c(OC)c1 is entered as 10 | -1 | -6 | 3 | -4 | 1 | -15 | -9 | 11 | 2 | -14
COc1cc2c(cc1OC)CN(C(=O)c1ccc(-c3ccccc3)cc1)CC2 is entered as 16 | 1 | -1 | 13 | -30 | -1 | 9 | 5 | 31 | 3 | 2
COc1ccc(NC(=O)CSc2ccc(-c3cccs3)nn2)c(OC)c1 is entered as 8 | -2 | 6 | 20 | -12 | -3 | -4 | -14 | 3 | -4 | -18
O=C(c1ccco1)N1CCCC(c2nc3c(nnn3Cc3c(Cl)cccc3Cl)c(=O)[nH]2)C1 (configuration not stated) is entered as 1 | 5 | -14 | -34 | 13 | 8 | -2 | 2 | 6 | -2 | 5

Remaining list, next part
SMILES	NCOA3 inh	KKLEB tox	EBV LMP1 NFkB	CF NFkB inh	TWEAK-Fn14 inh	SRC1 inh	NR2F2 inh	LRH-1 inv ag	TROY signal inh	NCOA2 inhibitor	C8 TRAIL sens
Cc1ccc(NC(=O)N2N=C(c3ccc(F)cc3)CC2c2ccc(F)cc2)cc1 (configuration not stated)	18	0	-8	-9	2	18	-11	-5	-1	14	5
C/C(CCc1ccccc1)=N/NC(=O)C(=O)NCc1ccccc1	-1	14	1	6	1	0	10	-8	-2	-46	0
Cc1ccc(-c2nnc(SCC(=O)O)n2N)cc1	15	4	0	-14	-4	6	1	-10	11	14	8
O=C(NCc1ccccc1F)C1CCCN(S(=O)(=O)N2CCOCC2)C1 (configuration not stated)	-22	8	-3	1	2	0	8	-1	14	11	5
COc1cccc(C2C(=O)c3ccccc3C2=O)c1	8	6	3	-17	-2	-8	5	-15	-3	-36	-7
Cn1c(CSc2nnc(SCc3ccccc3)s2)nc2ccccc21	-15	-8	-2	21	-15	-5	5	-13	-13	4	-24
CNC(=O)CSc1n[nH]c(-c2cc(Cl)ccc2OC)n1	15	-2	-3	-10	17	16	-13	6	-1	-20	-15
COc1cc(C)c(S(=O)(=O)NCc2ccc3c(c2)OCO3)cc1C	1	-5	-7	-2	-1	4	-10	-18	6	6	-15
O=C(CSc1cccc[n+]1[O-])NC1CCCCC1	13	1	-4	6	8	2	3	3	0	2	-10
CCOC(=O)c1csc(NC(=O)COc2ccc(Cl)cc2Cl)n1	0	10	5	0	-6	-6	-9	2	15	6	-4
COc1ccccc1NS(=O)(=O)c1cc(C(=O)NC2CC(C)(C)NC(C)(C)C2)ccc1Cl	14	-9	5	11	6	8	18	2	-1	1	-14
CCOC(=O)C1=C(C)N(c2ccc(C)cc2)C(=O)/C1=C\c1cccs1	-11	15	9	3	-3	9	-11	-13	-9	11	-6
O=C(CCS(=O)(=O)c1ccc(Br)cc1)Nc1ccccc1Cl	-1	-6	5	-3	-3	3	-25	5	-12	-12	-5
Cc1c(OCC(N)=O)ccc2c(-c3ccccc3)cc(=O)oc12	-9	-18	2	-3	-11	14	-4	2	4	-21	-36
Cn1c(NC(=O)c2ccc(Cl)cc2)c(-c2ccccn2)c(=O)c2ccccc21	-8	12	8	-7	3	-5	12	-30	10	-16	5
CCCCN(C(=O)c1sc2nc3n(c(=O)c2c1C)CCC3)c1c(N)n(CC(C)C)c(=O)[nH]c1=O	-1	-10	1	15	-9	0	11	-8	3	0	8
CCOC(=O)c1cnc2c(cnn2C)c1NCCC(O)C(F)(F)F (configuration not stated)	4	-3	-9	-1	9	3	7	13	7	7	-7
CNC(=O)C1C2C=CC3(O2)C1C(=O)N(C1CC1)C3C(=O)NCc1ccc(OC)cc1 (configuration not stated)	31	5	2	8	-26	-1	22	11	-7	1	3
CN(C(=O)COC(=O)C1CCN(S(=O)(=O)c2c(Cl)cccc2Cl)CC1)C1CCS(=O)(=O)C1 (configuration not stated)	-40	6	2	-5	0	-17	16	-13	17	7	-9
O=C1CN(C(=O)CN2C(=O)NC3(CCCCC3)C2=O)c2ccccc2N1	6	-12	9	-17	4	-4	21	-14	-18	9	-2
O=C(CN1C(=O)c2ccccc2S1(=O)=O)NCc1ccccc1Cl	-26	-1	0	7	-9	-4	-1	-17	-5	-4	-2
Cc1ccc2cc(CNC[C@H]3O[C@@H](n4cc(C)c(=O)[nH]c4=O)C[C@@H]3O)c(N3CCOCC3)nc2c1	-1	3	0	-24	-2	-24	-19	8	-10	2	-8
O=C1CCC(O)CCN1CCSc1ccccc1 (configuration not stated)	-38	4	-4	13	5	-29	-21	-28	-50	-16	0
CCOC(=O)C1C(=O)Oc2ccc3ccccc3c2C1C1CCOC1=O (configuration not stated)	9	-7	4	8	8	9	-2	-3	22	-44	-18
Cc1cccc(NC(=S)NC(C)(C)CC(C)(C)C)c1	2	11	8	1	7	-62	5	4	2	-2	-13
CCCCCc1ccc(-c2ccc(C(=O)O)cc2)nc1	-32	-8	21	28	88*	-54	-24	-110	42	-21	26
COC(=O)Cc1cc(=O)[nH]c(/N=C(\N)Nc2ccc(C)cc2)n1	10	1	-1	15	7	-12	-3	17	-11	-5	-3
O=C(CCNC(=O)c1ccc(Cl)cc1)Nc1ccc(F)cc1F	-14	13	2	-6	-3	0	-6	-2	-8	15	-5
CC(C)c1c(O)nc(SCc2ccccc2)[nH]c1=O	2	2	-3	3	-3	-8	0	-14	-20	-16	-10
COC(=O)c1ccc(NC(=O)c2ccccc2N(C)S(=O)(=O)c2ccccc2)cc1	3	-6	15	21	12	-18	2	-16	17	-5	-6

Individual results from the entries so far:
CCOC(=O)C1C(=O)Oc2ccc3ccccc3c2C1C1CCOC1=O (configuration not stated) @ NCOA2 inhibitor = -44
COc1ccccc1NS(=O)(=O)c1cc(C(=O)NC2CC(C)(C)NC(C)(C)C2)ccc1Cl @ TWEAK-Fn14 inh = 6

Arranged by number of heavy atoms (falling): 3 of the compounds above.
SMILES	NCOA3 inh	KKLEB tox	EBV LMP1 NFkB	CF NFkB inh	TWEAK-Fn14 inh	SRC1 inh	NR2F2 inh	LRH-1 inv ag	TROY signal inh	NCOA2 inhibitor	C8 TRAIL sens
Cc1ccc(NC(=O)N2N=C(c3ccc(F)cc3)CC2c2ccc(F)cc2)cc1 (configuration not stated)	18	0	-8	-9	2	18	-11	-5	-1	14	5
Cn1c(CSc2nnc(SCc3ccccc3)s2)nc2ccccc21	-15	-8	-2	21	-15	-5	5	-13	-13	4	-24
C/C(CCc1ccccc1)=N/NC(=O)C(=O)NCc1ccccc1	-1	14	1	6	1	0	10	-8	-2	-46	0

Screening data (PubChem)
